Bioassay records: PubChem BioAssay, several laboratories
aSyn 5UTR inh: MLPCN primary screen, SNCA 5' untranslated region. inhibition, % (tested at 7.5 µM). actives 0.82% (n = 300,000). alpha-synuclein 5'UTR reporter, inhibitor activity. AID 1813; in the data active = inhibition above about 60%;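 note: H4 neuroglioblastoma cells stably carrying SNCA 5'UTR luciferase fusion; 0% = DMSO wells and 100% = positive control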
HSF1 inh: HSF1 inhibition; activity change, negative = inhibition, % at 7.5 µM (by protocol); AID 2098; NIH3T3-HGL HSE-luciferase, MG132-induced, luminescence 8 h; active compounds read low; actives 0.77% (n = 300,000);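 active = more than half of replicate wells show activity change below -50%, luminescence cut by over half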;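 note: luciferase reports HSF-1 transcriptional activity via heat shock element; 0% = median of DMSO wells and -100% = zero luminescence signal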
GSK3A inh: blocks human GSK-3 alpha kinase; ADP-Glo luminescence, 60 min; P49840; actives 0.1% (n = 320,000); inhibition, % at 10 µM;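 in the data active = inhibition above about 50%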;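 note: GST-tagged GSK-3 alpha with peptide substrate and 25 µM ATP; 0% = DMSO neutral wells and 100% = GW8510 positive control wells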
Target sequence (P49840 whole entry, looked up): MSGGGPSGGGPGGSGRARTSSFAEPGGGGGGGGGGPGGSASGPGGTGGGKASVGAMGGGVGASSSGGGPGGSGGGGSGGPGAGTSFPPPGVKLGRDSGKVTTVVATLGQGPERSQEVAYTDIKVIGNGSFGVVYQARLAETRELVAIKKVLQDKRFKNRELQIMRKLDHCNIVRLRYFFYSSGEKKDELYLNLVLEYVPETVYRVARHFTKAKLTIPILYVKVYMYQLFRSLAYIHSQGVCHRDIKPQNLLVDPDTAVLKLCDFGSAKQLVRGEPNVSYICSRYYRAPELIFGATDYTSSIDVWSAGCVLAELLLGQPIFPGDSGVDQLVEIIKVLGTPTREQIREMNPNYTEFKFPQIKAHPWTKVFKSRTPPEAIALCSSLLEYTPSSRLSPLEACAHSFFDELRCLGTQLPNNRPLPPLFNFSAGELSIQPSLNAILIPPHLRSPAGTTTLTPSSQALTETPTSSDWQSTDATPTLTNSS
GSK3B inh: inhibitors of human GSK3beta kinase. P49841. GST-GSK3beta kinase, ADP-Glo luminescence, 60 min; active compounds read low. activity score (negative = inhibition), % at 10 µM. actives 0.038% (n = 300,000). AID 2097;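 active = more than half of replicate wells score below -50%, meaning over 50% inhibition versus plate controls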;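 note: 0% = median DMSO wells and -100% = median GW8510 positive control wells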
Target sequence (P49841 whole entry, looked up): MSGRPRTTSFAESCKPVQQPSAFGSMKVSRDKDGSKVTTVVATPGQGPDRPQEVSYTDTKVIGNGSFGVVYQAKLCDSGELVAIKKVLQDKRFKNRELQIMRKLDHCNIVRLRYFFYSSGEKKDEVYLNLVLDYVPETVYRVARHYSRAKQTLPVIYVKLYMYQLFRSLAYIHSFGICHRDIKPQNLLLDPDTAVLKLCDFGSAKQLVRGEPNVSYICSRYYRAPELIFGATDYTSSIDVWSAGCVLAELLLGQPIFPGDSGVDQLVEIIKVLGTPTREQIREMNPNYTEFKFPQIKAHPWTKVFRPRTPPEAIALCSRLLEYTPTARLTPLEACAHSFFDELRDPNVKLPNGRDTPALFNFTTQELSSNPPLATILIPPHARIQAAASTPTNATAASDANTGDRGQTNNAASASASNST
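Assay system: GST-fused GSK3beta enzyme, cell-free / Medium: Tris pH 7.5 buffer with MgCl2, DTT, BSA, heparin / Also added: peptide substrate plus 25 µM ATP (final) / Compound: 10 µM single point / Timing: kinase reaction with compound 60 min at room temperature / Detection: ADP-Glo luminescence / Benchmarks: DMSO neutral wells and GW8510 at 20 µM as positive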
HSP90 inh: HSP90 refolding inhibition in rabbit reticulocyte lysate; luciferase refolding luminescence, 3 h; inhibition, % at 5.6 µM; actives 0.91% (n = 290,000);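 active = inhibition above the screen-wide mean plus 3 SD, computed separately per campaign, cut at about 16% in these data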;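 note: 0% = DMSO wells and 100% = 60 µM geldanamycin wells; inhibitors lower the luminescence because luciferase stays unfolded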
KLF5 inh: inhibitors of KLF5 expression | DLD-1 KLF5 promoter-luciferase reporter, luminescence | inhibition, % at 5 µM | actives 0.23% (n = 290,000) | AID 1700;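 active = inhibition above a per-plate limit of that plate's mean compound inhibition plus 3 SD, cut at about 60% in these data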;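 note: 0% = DMSO wells and 100% = LY294002 at 200 µM; higher means less KLF5 promoter-driven luciferase light; inactives centre near -14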
HIF activator: HIF pathway transcriptional activation. actives 0.32% (n = 300,000). AID 1910. U2OS HRE-luciferase reporter, luminescence; normalized: DMSO 0%, desferrioxamine 100%. activation, % at 7.5 µM (by protocol);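 active = mean activation of at least 10% of the iron chelator positive control signal, with at least half of replicates also reaching 10%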
HSF-1 act: increases HSF-1 driven luciferase reporter signal; NIH3T3-HGL HSF-1 luciferase reporter, MG132, 8 h; 100% = twice DMSO control signal; activation, % at 9 µM; actives 1.7% (n = 300,000); AID 504408;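 active = mean replicate activation of at least 50% with a set share of replicates each reaching 50%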;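 note: 0% = median of the neutral control wells and 100% = twice that signal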
IEC-6 cytotox: counter-screen for KLF5 inhibitors: cytotoxicity in IEC-6 cells. IEC-6 cytotoxicity, luminescence viability. inhibition, % at 5 µM. actives 0.78% (n = 290,000). AID 1825; in the data active = inhibition above about 22%;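 note: 0% = plate median of test compound wells and 100% = cytotoxic reference compound wells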
AI-2 QS modul: Vibrio harveyi AI-2 quorum sensing modulation; Vibrio harveyi JMH597 AI-2 luminescence/OD600 ratio, 9 h; active compounds read low; strain lacks LuxN and CqsS sensors; 0 = neutral-control median; activity change, % at 7.5 µM; actives 0.4% (n = 300,000); in the data active = activity change below about -75%, passing the limit was not always enough;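 note: luminescence divided by OD600 gain over 9 h not by final OD600 alone; inactives centre near 13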
Numbers without * were called inactive; . = not tested or not shown; & = joins results of further samples.

SMILES | aSyn 5UTR inh | HSF1 inh | GSK3A inh | GSK3B inh | HSP90 inh | KLF5 inh | HIF activator | HSF-1 act | IEC-6 cytotox | AI-2 QS modul
COc1ccc2c(ccc[n+]2CC(=O)c2ccc(C)cc2)c1 | -5.0 | 9.4 | 5.4 | 1.1 | 1.1 | -42.4 | -12.1 | 25.9 | -6.7 | 7.0
Cc1cc(OC(=O)N2CCCCC2)cc(C)c1Cl | 5.4 | 3.6 | -9.0 | -1.2 | -0.9 | -21.2 | 0.1 | -7.0 | -1.5 | -4.4
COc1ccccc1-c1cc(C(F)(F)F)nc(S(=O)(=O)CCCC(=O)NC(C)C)n1 | -46.4 | 105.3 | 4.2 | 1.3 | 2.4 | 17.1 | 24.4* | 171.8* | -1.1 | 0.2
COc1ccc2nc(NCCCO)[nH]c2c1 | -22.3 | -9.7 | 0.2 | -0.7 | -1.6 | -13.7 | 0.2 | -4.0 | 0.7 | 12.8
Cc1cc(N)n(-c2cc(C)c3ccccc3n2)n1 | -118.1 | 8.0 | -0.6 | -3.7 | 3.6 | -16.9 | 0.7 | 6.0 | -0.5 | -1.3
Cc1cc(-c2nnc(SCC(=O)Nc3ccccc3F)n2N)n[nH]1 | 0.4 | -3.6 | -1.5 | 1.9 | -2.7 | -27.7 | -0.3 | 15.1 | -2.7 | 25.9
O=C(NCCCn1ccnc1)c1cc2c(s1)CCCCC2 | 32.2 | -0.3 | -1.3 | -0.8 | 4.1 | -40.7 | -0.2 | 6.8 | 7.9 | 9.2
O=c1oc2ccc(Br)cc2cc1-c1nc2ccccc2o1 | -43.3 | -9.6 | -3.4 | 0.0 | 1.8 | -10.7 | -0.4 | -15.4 | -1.9 | 26.6
COc1ccc(C(=O)c2oc3ccc(Br)cc3c2NC(C)=O)cc1 | -8.3 | -8.0 | -1.2 | -1.8 | 1.4 | -60.1 | -0.5 | -2.3 | 1.2 | 7.8&3.6
O=[N+]([O-])c1cccc(S(=O)(=O)NCCc2ccccc2)c1 | -11.2 | -5.1 | -2.8 | -2.4 | -1.8 | -52.5 | 0.1 | 6.5 | 2.8 | 9.2
CCCCN(C(=O)c1cc(Cl)nc2ccccc12)c1c(N)n(CCCC)c(=O)[nH]c1=O | 14.2 | 2.1 | 1.6 | -0.7 | . | . | 1.4 | -14.3 | . | 18.6
Cc1coc2c(C)c3oc(=O)c(CCC(=O)N[C@@H](C)C(=O)N[C@@H](Cc4ccccc4)C(=O)O)c(C)c3cc12 | 23.3 | -2.9 | -2.8 | 1.4 | -0.8 | 2.9 | 0.1 | -2.4 | 1.7 | 15.4
COc1cc(C(=O)Nc2cc(C(F)(F)F)ccc2N2CCOCC2)ccc1O | -3.3 | 1.5 | 3.7 | -1.0 | -1.3 | -7.5 | -0.3 | 0.4 | -4.2 | 18.5
Cc1ccc(C(C(=O)NCc2ccco2)N(C(=O)CNC(=O)c2cccs2)c2ccc(C)cc2C)cc1 (stereo unspecified) | -33.8 | -3.8 | -1.8 | -6.3 | -1.7 | -16.2 | -0.4 | 4.2 | -9.0 | 9.4
CS(=O)(=O)C1=NSC2=NC(=O)/C(=C\c3cccn3-c3ccccc3Cl)C(=N)N21 | -2.1 | 0.2 | 3.7 | 0.8 | -1.7 | -10.1 | -0.1 | 2.4 | 2.5 | 3.4
CCn1c(/C=C2\C(=O)N(C)c3ccccc32)nc2ccccc2c1=O | -31.7 | 4.0 | -2.5 | 6.7 | -0.8 | -29.7 | 0.3 | -4.1 | 2.0 | 3.2
CCOC(=O)c1c(C)[nH]c(C(=O)OCC(=O)Nc2ccc(OC)c(Cl)c2)c1C | 15.9 | -5.0 | 2.5 | 5.2 | 1.4 | 1.6 | -0.1 | 6.3 | -0.8 | 22.3
COc1cccc(NC(=O)CCCCCn2nnc3ccccc3c2=O)c1 | 5.4 | 1.2 | -2.1 | 0.1 | -2.4 | -13.6 | 0.4 | 17.0 | -3.3 | 11.6
O=C(CCN1C(=O)/C(=C/c2cccc(Br)c2)SC1=S)NNC(=O)c1cccnc1 | 13.0 | -4.9 | 2.9 | 1.3 | -1.6 | 2.9 | 0.4 | -2.1 | 4.4 | 27.7
COc1ccccc1N(CC(O)CN1CCCC1)S(=O)(=O)c1ccccc1 (stereo unspecified) | -7.8 | -0.2 | -0.6 | 3.1 | -0.4 | -35.3 | -0.4 | -2.7 | -1.1 | 5.2
O=C(Cc1ccccc1[N+](=O)[O-])OCC(=O)N1CCN(c2ccccc2)CC1 | -3.1 | 7.1 | -3.1 | 0.3 | . | . | 0.4 | 11.4 | . | 9.7
COc1cccc(C(=O)Nc2cc(=O)n(C)c(=O)n2C)c1OC | -4.5 | -2.2 | -0.7 | -1.8 | -0.9 | -46.6 | 0.1 | 3.3 | 7.0 | 9.0
CC(C)(C)[C@@H]1CCC(=O)N(CC[C@H](Sc2ccccc2)c2ccccc2)CC1 | 18.4 | 1.3 | -2.0 | 2.0 | 12.9 | -29.3 | -0.5 | 11.5 | -4.7 | -0.7
CCN(CC)c1ccc(N=C2C(=O)Nc3ccccc32)cc1 | 30.7 | -9.9 | 1.0 | -2.7 | 9.2 | -50.3 | -1.0 | -16.6 | 4.9 | 43.9
CC(=O)c1cccc(NC(=O)c2ccc(N(Cc3ccccc3C)S(C)(=O)=O)cc2)c1 | 11.8 | 8.4 | -1.3 | 0.5 | -4.9 | -5.4 | -0.7 | 24.1 | -1.2 | 3.3
COc1ccc(CCNc2ncnc3sccc23)cc1OC | -20.8 | -5.0 | -0.8 | -1.5 | -5.6 | 51.6 | -0.7 | -1.7 | 21.8 | 34.6
COc1ccc(OCCOCCN2CCN(C)CC2)cc1 | 0.5 | 0.0 | -1.4 | 0.9 | 7.3 | -26.0 | -0.4 | -7.0 | -1.4 | 0.2
Nc1cc(Oc2ccc(F)cc2F)cc([N+](=O)[O-])c1 | -25.1 | -27.3 | 3.2 | -0.7 | -0.4 | 13.0 | -0.3 | -39.0 | 7.4 | 10.5
CCN(CC)S(=O)(=O)c1ccc(C)c(N=C=S)c1 | -2.7 | 1.7 | -1.5 | -3.1 | -1.7 | -27.7 | -0.6 | -11.2 | -3.1 | 24.3
Cc1sc(NC(=O)c2ccco2)c(C(c2ccncc2)N2CCOCC2)c1C (stereo unspecified) | 20.4 | 4.0 | 0.7 | 0.3 | -4.2 | -36.8 | -0.5 | 45.0 | -2.2 | 10.6
Cc1cc(=O)[nH]c(SCC2(O)C3CC4CC(C3)CC2C4)n1 (stereo unspecified) | 14.5 | -4.1 | -1.0 | -0.6 | 2.4 | -21.6 | -0.1 | -14.9 | 7.6 | -14.0
COc1cc(CC(=O)NCc2ccco2)cc(OC)c1OC | 18.5 | 2.9 | -1.3 | 1.7 | 0.2 | -20.4 | -0.2 | -8.9 | 0.7 | 16.2
O=C(CCc1ccccc1)n1nc(-c2ccccc2)nc1NCc1ccco1 | -67.1 | -0.3 | 1.3 | -4.2 | 1.5 | -1.2 | 0.7 | 5.9 | 3.3 | 4.6
CCOC(=O)c1cn(Cc2ccc(Br)cc2)nn1 | 13.7 | -2.8 | -1.9 | 2.1 | 3.7 | 12.7 | 0.1 | -4.9 | 11.4 | -27.4
O=C(Oc1cccc2cccnc12)c1cccc([N+](=O)[O-])c1 | -24.1 | 9.8 | 0.0 | 1.0 | 0.4 | -0.6 | 0.2 | 21.3 | 5.1 | 28.2
Cc1ccc(S(=O)(=O)NCCNC(=O)N2CCOCC2)cc1 | -0.5 | -17.8 | -1.3 | -7.4 | 2.5 | -27.6 | -0.1 | -2.1 | 6.2 | 30.2
NC1=NC(=Nc2cccc(S(=O)(=O)N3CCOCC3)c2)c2ccccc21 | -10.1 | -26.9 | 1.8 | 3.2 | -2.6 | -8.6 | 0.0 | -44.9 | 1.7 | 17.3
COc1ccc(CNC(=O)CN2CCC(NC(=O)c3ccccc3C)CC2)cc1 | 15.2 | -2.6 | -2.2 | -0.2 | -1.1 | -1.6 | -0.4 | 6.6 | -0.9 | 7.7
Cc1nc(Nc2cccc(C(F)(F)F)c2)nc2c1C(=O)CC(C)C2 (stereo unspecified) | . | . | -4.4 | 0.3 | -2.5 | -17.0 | . | . | -4.3 | 8.7
CCOC(=O)c1ccc(NC(=O)c2cccc(C)c2[N+](=O)[O-])cc1 | -34.1 | -5.5 | . | -2.9 | 0.1 | -43.2 | 0.5 | -18.3 | 9.6 | 16.9

Filtered by structure, those above with two or more sulfur atoms.
SMILES | aSyn 5UTR inh | HSF1 inh | GSK3A inh | GSK3B inh | HSP90 inh | KLF5 inh | HIF activator | HSF-1 act | IEC-6 cytotox | AI-2 QS modul
CS(=O)(=O)C1=NSC2=NC(=O)/C(=C\c3cccn3-c3ccccc3Cl)C(=N)N21 | -2.1 | 0.2 | 3.7 | 0.8 | -1.7 | -10.1 | -0.1 | 2.4 | 2.5 | 3.4
O=C(CCN1C(=O)/C(=C/c2cccc(Br)c2)SC1=S)NNC(=O)c1cccnc1 | 13.0 | -4.9 | 2.9 | 1.3 | -1.6 | 2.9 | 0.4 | -2.1 | 4.4 | 27.7
CCN(CC)S(=O)(=O)c1ccc(C)c(N=C=S)c1 | -2.7 | 1.7 | -1.5 | -3.1 | -1.7 | -27.7 | -0.6 | -11.2 | -3.1 | 24.3

(further entries)
SMILES | aSyn 5UTR inh | HSF1 inh | GSK3A inh | GSK3B inh | HSP90 inh | KLF5 inh | HIF activator | HSF-1 act | IEC-6 cytotox | AI-2 QS modul
O=C(NNC(=O)c1cccc2ccccc12)c1ccco1 | 5.0 | -4.1 | -1.5 | 2.8 | -0.7 | -1.4 | -0.1 | 4.3 | -1.5 | 9.0
NC(=O)NC(CC(=O)NCCc1ccc(S(N)(=O)=O)cc1)c1ccc(Cl)cc1 (stereo unspecified) | 8.9 | 3.3 | 1.4 | 0.5 | 1.8 | -37.3 | -0.5 | 9.1 | 0.4 | 17.1
COc1ccc([N+](=O)[O-])cc1NC(=O)CCCOc1ccccc1 | 18.9 | -13.6 | -1.2 | 1.2 | -2.3 | -19.0 | -0.4 | 1.4 | -2.5 | 11.8
COc1ccc(C2(CNS(=O)(=O)c3ccc(C)cc3)CCOCC2)cc1 | -2.2 | 9.6 | 2.2 | 0.6 | -1.7 | -20.2 | 0.2 | 2.9 | 1.3 | 13.8
COc1cc(OC)nc(Oc2ccccc2C(=O)Oc2ccc(F)cc2Cl)n1 | -15.6 | -3.2 | -1.1 | -0.3 | -8.3 | -31.0 | -0.2 | -11.2 | -7.7 | 14.9
O=C(CCN1C(=O)c2ccccc2C1=O)OCn1nnc2ccccc2c1=O | -9.0 | -5.9 | 0.4 | -1.0 | 0.8 | -9.4 | 0.9 | 16.5 | -1.9 | -6.9
Cc1ccc(N2CCN(CC(O)COc3cccc(C)c3)CC2)cc1 (stereo unspecified) | 10.0 | 1.9 | 0.2 | -1.9 | -2.4 | -22.1 | 0.2 | 15.4 | -6.8 | 8.8
Cc1csc(NC(=O)CSc2nnc(-c3ccoc3C)n2C(C)c2ccccc2)n1 (stereo unspecified) | 24.7 | 15.1 | -1.6 | 2.6 | 5.0 | 20.6 | 0.0 | 3.3 | -9.1 | 1.1
O=C(Nc1cccc(Oc2ccc3c(c2)C(=O)NC3=O)c1)c1cccs1 | -6.2 | -7.6 | 0.1 | -1.6 | -0.9 | 15.0 | 0.3 | -4.8 | -0.5 | 12.4
